# GALK inh = GALK (human) enzyme inhibition; recombinant GALK, Kinase-Glo ATP luminescence, 1 h; Potency, µM (series often up to 57.5 µM), inactives show top-dose activity, negative = inhibition, most hits filed as inhibitors; 44,000 tested, under 10 active; AID 1347072; P51570;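 further: plate controls were full GALK reaction for no effect and reaction lacking GALK for full effect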
# Target sequence (P51570 whole entry, looked up): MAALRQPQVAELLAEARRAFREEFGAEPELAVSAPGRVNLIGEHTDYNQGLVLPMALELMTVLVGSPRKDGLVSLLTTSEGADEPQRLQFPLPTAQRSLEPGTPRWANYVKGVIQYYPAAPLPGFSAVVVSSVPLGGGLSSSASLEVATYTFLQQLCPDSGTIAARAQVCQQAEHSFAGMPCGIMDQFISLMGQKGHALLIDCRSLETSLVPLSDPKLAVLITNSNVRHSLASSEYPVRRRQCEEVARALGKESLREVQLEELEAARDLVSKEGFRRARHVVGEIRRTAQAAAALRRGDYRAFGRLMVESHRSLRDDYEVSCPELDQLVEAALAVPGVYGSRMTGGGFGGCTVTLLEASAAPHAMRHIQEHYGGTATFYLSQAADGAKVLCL
#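 5 nM GALK with 35 µM ATP and 100 µM galactose in HEPES pH 8.0, MgCl2, NaCl, DTT, BSA; 1 h RT reaction, remaining ATP detected by Kinase-Glo Plus luminescence after 10 min; qHTS concentration series.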
# p53null 32C tox = selectivity test: cytotoxicity in p53 null cells, permissive temperature; Potency, µM (highest dose often 46.1 µM), inactives show at the top dose activity change, negative = cytotoxicity, hits mostly cytotoxic; AID 903; H1299-neo p53 null cells, ATP luminescence, 24 h, 32C; 55,000 compounds, 0.62% hits;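 further: potency means the concentration at half of the fitted maximal effect; 0% = DMSO only and -100% = full killing by 100 µM tamoxifen; nearly all actives have a fitted effect of over 55% in size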
#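 H1299-neo (p53-null) cells, 600/well, were pre-incubated overnight at 37C, then exposed to compounds at up to 46 uM for 24 hr at 32C. Viability was measured as ATP content by luminescence, and AC50 values came from Hill fits.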
# FH mod = Identification of activators of human fumarate hydratase by quantitative high-throughput screening; FH coupled MDH/diaphorase resazurin fluorescence, 15 min; Potency, µM (doses to about 79.9 µM), without a hit: at the highest dose activity change, negative = inhibition, usual class: inhibitors; 54,000 compounds, 0.22% hits; further: potency means the concentration at half of the fitted maximal effect; on the % scale 0 is the no-effect control and ±100 the full control effect; the screen sought activators but most active calls are inhibition curves; nearly all actives have a fitted effect of over 45% in size
# B2AR arrestin ag = beta-arrestin recruitment by human beta2-adrenergic receptor ligands | P07550 | HTLA Tango cells, beta-arrestin recruitment, luciferase luminescence, 18 h | Potency, µM (titrated, usually from 46.1 µM), for inactives: at the highest dose activation, actives largely listed as activators | 44,000 tested, under 10 active;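 further: potency means the concentration at half of the fitted maximal effect; 0% = DMSO and full agonism = EC100 isoproterenol or metaproterenol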
# Target sequence (P07550 whole entry, looked up): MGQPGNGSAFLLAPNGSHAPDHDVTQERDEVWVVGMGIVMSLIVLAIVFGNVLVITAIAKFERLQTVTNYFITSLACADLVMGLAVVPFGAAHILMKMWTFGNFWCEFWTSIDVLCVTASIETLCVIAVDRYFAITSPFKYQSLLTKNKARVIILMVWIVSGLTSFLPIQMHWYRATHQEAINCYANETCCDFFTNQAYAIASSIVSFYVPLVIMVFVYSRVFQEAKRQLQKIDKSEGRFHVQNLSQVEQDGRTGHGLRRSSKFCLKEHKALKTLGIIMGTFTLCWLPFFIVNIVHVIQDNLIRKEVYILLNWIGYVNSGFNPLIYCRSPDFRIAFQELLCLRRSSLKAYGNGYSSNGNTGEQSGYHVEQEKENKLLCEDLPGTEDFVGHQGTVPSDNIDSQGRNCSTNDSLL
#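 Receptor–beta-arrestin recruitment read by tTA-responsive luciferase: compound titrations (up to 46 µM) incubated 18 h with Tango cells, then luminescent substrate 15 min at room temperature. Concentration-response fits classified by r2, efficacy and activity.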
# NTMT1 inh = blocks human N-terminal methyltransferase 1 activity | Q9BV86 | NTMT1 MTase-Glo SAH luminescence, purified enzyme | 59,000 compounds, 2.5% hits | Potency, µM (highest dose often 114 µM), without a hit: at the highest dose activity change, negative = inhibition, actives largely listed as inhibitors | AID 1645870;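 further: potency means the concentration at half of the fitted maximal effect; plate controls were DMSO vehicle for no effect and no enzyme for full effect; nearly all actives have a fitted effect of over 65% in size; many of its hits are not listed in these tables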
# Target sequence (Q9BV86 whole entry, looked up): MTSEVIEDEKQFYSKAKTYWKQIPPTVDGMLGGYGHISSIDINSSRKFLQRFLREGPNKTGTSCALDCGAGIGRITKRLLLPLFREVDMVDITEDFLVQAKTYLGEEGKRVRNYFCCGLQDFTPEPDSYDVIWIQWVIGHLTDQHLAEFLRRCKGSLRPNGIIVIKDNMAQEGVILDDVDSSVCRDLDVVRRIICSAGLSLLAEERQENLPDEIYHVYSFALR
# TSG101-PTAP inh = blocks PTAP binding to human TSG101, validation | AID 1347069 | Potency, µM (series often up to 115 µM), inactives show at the top dose activity change, negative = inhibition, hits mostly inhibitors | Fluorescence polarization, FITC-PTAP peptide/Tsg101, 20 min | 44,000 tested, under 10 active; further: potency means the concentration at half of the fitted maximal effect; 0% is about no effect
#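 The Tsg101 binding domain, at 10 uM final, is mixed with compound and a FITC peptide bearing the PTAP motif (50 nM final). After 20 min at r.t., polarization is measured; actives defined by CRC class, efficacy cut-off 60% inhibition.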
# p53null 39C tox = selectivity test: cytotoxicity in p53 null cells, nonpermissive temperature. Potency, µM (highest dose often 46.1 µM), for inactives: at the highest dose activity, negative = cell killing, hits mostly cytotoxic. H1299 p53-null (neo) cells, 39C, ATPlite viability, 24 h. 55,000 compounds, 0.97% hits;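 further: potency means the concentration at half of the fitted maximal effect; 0% = DMSO only and -100% = full killing by 100 µM tamoxifen; nearly all actives have a fitted effect of over 50% in size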
#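 Cells seeded at 600/well, 37C overnight. Compound added (up to 46 uM), plates shifted to 39C for 24 hr. ATPlite added, luminescence read after 20 min at room temperature.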
# An asterisk follows results filed as active; ? = inconclusive; · = no result given; [ ] = another dose, or the depositor's remark. The call rests on the fitted dose curve; in most records, active means well fitted curve in the direction sought with a large enough effect; inconclusive means small, poorly fitted or top-dose-only effect, or another doubt; inactive means no such curve, though single readings can be large; an effect the other way counts as inactive or inconclusive. The list is partial; count on the stated rates, not on these rows.
# Values run as follows: GALK inh | p53null 39C tox | TSG101-PTAP inh | FH mod | B2AR arrestin ag | NTMT1 inh | p53null 32C tox
- CCN(C(=O)CSc1nc2ccccc2c2nc(CCn3c(C)nc4ccccc43)nn12)c1cccc(C)c1
    -1.2% | 10.7% | -0.6% | -43.2% | -2.7% | 9.2% | -0.1%
- CCOc1ccc(C2N3CC4(C(C)C)CN2CC(C(C)C)(C3)C4=O)cc1OC (stereo unspecified)
    2.7% | ? | -1.3% | -1.3% | ? | 0.6% | -3.9%
- COc1ccc2oc(-c3ccc(C)c(NC(=O)c4sc5ccccc5c4Cl)c3)nc2c1
    -14.9% | -16.5% | 0.2% | -2.5% | 0.2% | 9.1% | -12.9%
- COc1ccc(OCCCCn2c(-c3ccc(Cl)cc3)nc3ccccc3c2=O)cc1
    0.2% | 5.1% | -5.9% | 2.3% | -2.3% | 6.9% | -6.5%
- COc1ccc(NC(=O)c2sc3nc4c(c(-c5ccc(OC)cc5)c3c2N)C(=O)CC(C)(C)C4)cc1
    1.7% | 21.8% | 0.4% | -19.1% | 0.3% | 19.3% | -0.1%
- CC1=C(C(=O)Nc2ccccc2)C(C(C)C)n2nc(SCc3ccccc3C)nc2N1 (stereo unspecified)
    2.4% | -21.1% | 4.1% | -10.7% | -2.3% | 6.5% | 0.7%
- CCc1cccc(NC(=O)C(Cc2ccccc2)NS(=O)(=O)c2ccc3c(c2)oc(=O)n3C)c1 (stereo unspecified)
    7.6% | -17.4% | 1.5% | -11.7% | 0.8% | 2.8% | -14.0%
- CCOC(=O)c1ccc(NC(=O)Nc2cccc(OCc3cc(=O)n4ccc(C)cc4n3)c2)cc1
    ? | -4.2% | -6.9% | 0.2% | -0.7% | -28.1% | -0.2%
- COc1ccc(CNC(=O)Cn2c(=O)ccc3cc(S(=O)(=O)N4CCCC4)ccc32)cc1
    2.1% | 17.0% | 1.4% | -0.7% | -0.2% | 4.3% | 3.2%
- O=c1cc(CN2CCN(S(=O)(=O)c3ccc(Cl)cc3)CC2)nc2sc(-c3ccccc3F)nn12
    0.2% | -5.2% | 0.4% | 9.4% | 1.1% | 5.6% | 4.9%
- Cc1ccc2sc(N3CCN(C(=O)CCS(=O)(=O)c4ccc(F)cc4)CC3)nc2c1C
    0.1% | 4.4% | -6.8% | -0.3% | -2.8% | 12.0% | -4.9%
- CCN(CC)c1ccc(CN(C(=O)c2cc(=O)c3ccccc3o2)C2CCS(=O)(=O)C2)cc1 (stereo unspecified)
    -0.8% | -16.9% | -5.9% | -20.8% | 1.1% | 17.9% | 1.7%
- CCOC(=O)C1CCCN(c2nc3c(S(=O)(=O)c4ccc(CC)cc4)nnn3c3ccsc23)C1 (stereo unspecified)
    ? | -14.8% | 0.7% | -12.7% | 0.3% | 3.8% | -4.3%
- CCCCN(CC)CCNC(=O)c1cc2c(-c3ccc(Cl)cc3)nn(C)c2s1
    -2.3% | 15.8µM* | -10.9% | -11.7% | -2.1% | ? | ?
- Cc1ccc2c(c1)N(C(=O)CCC(=O)NCc1ccccc1F)CC(C)O2 (stereo unspecified)
    2.7% | -2.8% | 2.4% | -17.7% | -1.3% | -0.2% | -10.6%
- Cc1ccc(N2CCN(c3nc4ccc(C)cc4n4nnnc34)CC2)c(C)c1
    2.1% | 37.2%[activator] | 0.1% | · | -0.8% | · | -3.3%
- CCc1cccc(C)c1NC(=O)Cn1c(=O)n(-c2cccc(C)c2)c(=O)c2c1c1cc(C)ccc1n2C
    1.2% | 8.4% | -1.6% | 4.2% | 1.7% | 1.6% | -1.0%
- Cc1ccc(C(=O)n2nc(C)c(S(=O)(=O)N3CCOCC3)c2C)cc1C
    -1.7% | 1.3% | 0.4% | -1.0% | -0.9% | ? | -0.8%
- Cc1c(C(=O)Nc2cccc(C(F)(F)F)c2)sc2nc3n(c(=O)c12)CCC3
    1.2% | -17.2% | -4.0% | -6.2% | -1.2% | -5.6% | -7.2%
- COc1ccc2c(c1)c1c(c(=O)n(-c3ccc(OC)c(OC)c3)c(=O)n1Cc1ccc(F)cc1)n2C
    2.6% | 24.3% | -1.2% | 2.9% | -0.1% | 12.2% | -8.6%
- Cc1ccc(NC(=O)c2c(C)oc3c2C2=NCCN2C=N3)cc1F
    0.2% | -11.1% | -2.9% | -3.5% | -0.1% | -2.0% | -4.9%
- COc1cc(Cl)c(C)cc1NC(c1ccccc1)c1nnc(-c2ccccc2Cl)o1 (stereo unspecified)
    0.7% | -8.3% | 2.9% | -28.7% | -1.5% | 1.9% | 0.6%
- CCCCCC(=O)N(c1ccc(OCC)cc1)S(=O)(=O)c1ccc2c(c1)n(C)c(=O)n2C
    3.3% | 60.5%[activator] | 1.0% | ? | -1.8% | 1.3% | 4.7%
- O=C(CN1N=C(c2ccc(Cl)cc2)CCC1=O)NCc1ccc(F)cc1
    0.6% | -0.2% | -2.6% | -10.4% | 4.2% | -4.1% | 5.2%
- Cn1c(SCC(=O)N2CCCc3ccccc32)ncc(C(=O)Nc2ccc(Cl)cc2)c1=O
    1.5% | 6.8% | -2.1% | 3.3% | -2.5% | 2.7% | -4.9%
- CCOc1ccc(NC(=O)c2oc3ccccc3c2NC(=O)Cc2cccc(C)c2)cc1
    -0.3% | -4.4% | -5.3% | -2.6% | -1.2% | 3.0% | ?
- Cc1nn(-c2ccc(N3CCCC3)nn2)c(C)c1CCC(=O)N1CCN(c2ccc(F)cc2)CC1
    0.2% | -3.8% | 0.1% | · | 2.8% | · | -9.8%
- COc1ccc(-c2nnc(SCC(=O)NCCC(C)C)nc2-c2ccc(OC)c(OC)c2)cc1OC
    2.2% | 3.1% | -3.4% | 1.1% | -1.7% | 5.5% | 0.0%
- COc1ccc(CCNC(=O)C2CCN(c3nc4ccccc4nc3C(F)(F)F)CC2)cc1OC
    0.6% | -33.1% | -1.5% | -7.6% | -0.4% | 3.2% | -6.1%
- Cc1ccc(Cn2c(=O)n(-c3ccccc3)c(=O)c3ccc(C(=O)NCc4ccco4)cc32)cc1
    1.5% | ? | -0.5% | 6.2% | 0.8% | 46.1%[activator] | -6.1%
- Cc1cc(C)c(Nc2nn3c(=O)c4cc5c(cc4nc3s2)OCO5)c(C)c1
    -6.0% | 3.3% | -4.6% | -7.7% | 1.0% | 44.7µM* | -1.3%
- CCCCOc1cccc(C(=O)N(Cc2ccc(Br)o2)C2CCS(=O)(=O)C2)c1 (stereo unspecified)
    -1.0% | 3.3% | -2.1% | -21.6% | -0.5% | 3.2% | 1.8%
- O=C(Nc1cc(-c2nc3cc(Cl)ccc3o2)ccc1Cl)c1cc2ccccc2o1
    9.3% | -5.9% | 0.9% | -14.9% | -2.0% | 6.2% | -13.5%
- CCCCc1nnc(SCc2cc(=O)c3cc(F)ccc3[nH]2)n1C
    1.7% | ? | -3.1% | 4.7% | 0.1% | -10.4% | -4.0%
- COc1cc(C(=O)OCc2cc(=O)n3nc(C(C)C)sc3n2)cc(OC)c1OC
    3.7% | -2.0% | -1.5% | 23.5% | -0.3% | -0.7% | -6.1%
- O=C1NCCN(Cc2ccc(F)cc2)C1=O
    1.2% | -14.1% | 0.4% | 2.0% | -1.0% | 6.4% | 0.5%
- Cn1c(=O)n(C)c2cc(N3CCOCC3)c(NS(=O)(=O)c3ccc(F)cc3)cc21
    3.1% | 10.3% | -0.7% | ? | -2.1% | -18.7% | -3.5%
- COC(=O)C1CCN(S(=O)(=O)c2cc3c4c(c2)C(C)C(=O)N4CCC3)CC1 (stereo unspecified)
    0.7% | 3.3% | -3.8% | 4.1% | -0.9% | -4.7% | -4.7%
- Cc1cccc(OCC(=O)Nc2cccc3cccnc23)c1C
    6.1% | -5.3% | -2.2% | -2.5% | -0.5% | -1.6% | -8.8%
- Cc1ccc(C(=O)c2oc3ccccc3c2NC(=O)C(C)Oc2ccccc2Cl)cc1 (stereo unspecified)
    1.4% | -2.5% | -2.0% | -23.6% | 0.6% | 18.8% | 0.6%
- CCCOC(=O)c1c(NC(=O)C2c3ccccc3Oc3ccccc32)sc2c1CCCC2
    3.2% | 7.1% | 1.3% | · | 0.5% | · | -0.7%
- Cc1ccc(Cn2c(=O)n(CCc3ccccc3)c(=O)c3c(C)c(C)sc32)cc1
    -0.7% | -8.1% | -3.8% | -17.3% | -2.2% | -1.7% | 0.2%
- COc1ccc(CNC(=O)c2cccn2-c2nnc(N3CCCC3)s2)c(OC)c1
    2.8% | -0.4% | -0.9% | 2.8% | -0.2% | ? | 4.1%
- CCOC(=O)N1CCN(S(=O)(=O)N2CCCC(C(=O)NCc3ccc(OC)cc3OC)C2)CC1 (stereo unspecified)
    1.9% | -21.7% | 1.1% | 7.3% | 1.7% | -0.1% | -5.8%
- Cc1ccc(NC(=O)c2cc(S(=O)(=O)N3CCCc4ccccc43)ccc2F)cc1F
    -0.4% | 26.7% | -0.8% | -30.4% | -0.6% | -1.5% | 0.8%
- CCCOc1ccc(Oc2nc(NCC(C)C)nc(N3CCOCC3)n2)nn1
    1.5% | -15.9% | 0.3% | 4.9% | -1.1% | 16.4% | 1.3%
- CCCCOc1ccccc1C(=O)N(Cc1sccc1C)C1CCS(=O)(=O)C1 (stereo unspecified)
    0.4% | 6.4% | 1.8% | 1.2% | 0.0% | ? | 1.2%
- Cc1nn(CC(=O)NC2CC2)c(=O)c2cc3cc(F)ccc3n12
    1.6% | -16.2% | -5.4% | · | -1.7% | · | -10.3%
- Cc1ccc2c(c1)-c1c(cnc3cc(-c4ccccc4)nn13)CO2
    8.0% | · | -6.1% | -4.5% | -1.2% | -2.5% | ·
- COCCCNC(=O)CCCN1C(=O)CCn2nc(-c3cccn3C)cc21
    -2.9% | 35.0%[activator] | 0.7% | -14.3% | 1.8% | 4.6% | 0.4%
- O=C(c1ccc2c(c1)OCCO2)N(Cc1cccnc1)c1nc2c(Cl)cccc2s1
    0.6% | 117.5%[activator] | 2.1% | -22.0% | -1.0% | -0.6% | 54.8%[activator]
- Cc1nn2c(=O)cc(COC(=O)c3ccc(NC(=O)COc4ccc(Cl)cc4)cc3)nc2s1
    0.7% | ? | 1.2% | 6.1% | 1.0% | -5.4% | -10.7%
- COc1cc(NC(=O)CN2C(=O)CCc3cc(Br)ccc32)cc(OC)c1OC
    1.2% | -8.2% | 0.0% | 2.2% | 0.7% | 0.3% | -3.3%
- CCN(CC)CCCNC(=O)Cn1nc(C)n2c(cc3sccc32)c1=O
    -1.9% | -11.1% | -14.9% | 3.2% | -0.2% | -18.4% | -2.3%

# An excerpt from above, showing only p53null 32C tox and NTMT1 inh:
SMILES	p53null 32C tox	NTMT1 inh
Cc1ccc(Cn2c(=O)n(CCc3ccccc3)c(=O)c3c(C)c(C)sc32)cc1	0.2%	-1.7%
COc1ccc(CNC(=O)c2cccn2-c2nnc(N3CCCC3)s2)c(OC)c1	4.1%	?
